# HP1b binding inh: HTS for Inhibitors of HP1-beta Chromodomain Interactions with Methylated Histone Tails | Chromobox protein homolog 1 (Homo sapiens), P83916 | Potency, µM (titrated, usually from 114 µM), without a hit: at the top dose activity change, negative = inhibition, hits mostly inhibitors | AID 540317, 2011 | hit rate 0.56% among 390,000 | AlphaScreen HP1-beta / biotin-H3K9me3 peptide binding; further: nearly all actives have a fitted effect of over 70% in size; inactives centre near 23
#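 Compound inhibition of the preformed complex between 50 nM HP1-beta and 50 nM biotinylated H3K9me3 peptide was read by AlphaScreen. Buffer was PBS pH 7.4 with 0.01% Tween-20. Incubations ran 30 min at room temperature, with 10 ug/mL donor/acceptor beads.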
# PGK inhibitor: qHTS Assay to Find Inhibitors of Phosphoglycerate Kinase; AID 602233, 2012; Potency, µM (titrated, usually from 57.5 µM), inactives show at the highest dose activity change, negative = inhibition, hits mostly inhibitors; Phosphoglycerate kinase, glycosomal (Trypanosoma brucei brucei), P07378; PGK/GAPDH coupled, Kinase-Glo luminescence, 60 min; hit rate 0.043% among 380,000; further: on the % scale 0 is the no-effect control and ±100 the full control effect; nearly all actives have a fitted effect of over 60% in size
# Target sequence (P07378 whole entry, looked up): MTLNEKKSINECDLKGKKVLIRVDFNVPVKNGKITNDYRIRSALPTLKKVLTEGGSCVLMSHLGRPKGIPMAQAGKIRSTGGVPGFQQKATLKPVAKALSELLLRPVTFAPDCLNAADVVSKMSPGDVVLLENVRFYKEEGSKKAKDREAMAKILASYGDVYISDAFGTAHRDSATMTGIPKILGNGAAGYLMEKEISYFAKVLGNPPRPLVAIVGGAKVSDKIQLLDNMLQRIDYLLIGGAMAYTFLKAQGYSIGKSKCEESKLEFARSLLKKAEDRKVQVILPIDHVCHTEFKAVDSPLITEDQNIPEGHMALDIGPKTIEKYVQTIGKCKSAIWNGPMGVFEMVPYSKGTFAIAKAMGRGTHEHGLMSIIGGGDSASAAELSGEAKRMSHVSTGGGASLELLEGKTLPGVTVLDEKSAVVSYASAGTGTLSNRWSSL
#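 Luminescent ATP detection (Kinase-Glo Plus) follows a 60-minute room-temperature incubation, with wells lacking PGK as controls. Buffer: 100 mM TEA (pH 7.6), 5 mM MgCl2, 0.01% Tween-20. Coupling enzyme GAPDH (100 nM final) supplies unstable 1,3-BPG in-well.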
# RGS4 inhibitor: Inhibitors of Regulator of G Protein Signaling (RGS) 4: qHTS. Regulator of G-protein signaling 4 (Homo sapiens), P49798. Transcreener GDP fluorescence polarization, RGS4-accelerated GTP hydrolysis. Potency, µM (series often up to 114 µM), for inactives: at the highest dose activity change, negative = inhibition, actives largely listed as inhibitors. hit rate 0.039% among 390,000. AID 504845, 2011; further: on the % scale 0 is the no-effect control and ±100 the full control effect; nearly all actives have a fitted effect of over 75% in size; some results filed as inactive show a strong effect at the top dose
#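 MLSMR compounds (23 nl, pin-transferred) preincubated 10 min at room temperature with a 500nM (2x) first reagent, then RGS4 at 900nM (2x) plus Transcreener GDP mix added; fluorescence polarization (620/688 nm) read before and after 90 min at 30 °C.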
# TrxR1 inh: qHTS Assay for Inhibitors of Mammalian Selenoprotein Thioredoxin Reductase 1 (TrxR1): qHTS; Thioredoxin reductase 1, cytoplasmic (Rattus norvegicus), O89049; recombinant rTrxR1, NADPH fluorescence consumption, selenite substrate; Potency, µM (top dose mostly 114 µM), for the others: at the highest dose activity change, negative = inhibition, usual class: inhibitors; hit rate 1% among 390,000; AID 588453, 2011; further: on the % scale 0 is the no-effect control and ±100 the full control effect; nearly all actives have a fitted effect of over 65% in size
# Target sequence (O89049 whole entry, looked up): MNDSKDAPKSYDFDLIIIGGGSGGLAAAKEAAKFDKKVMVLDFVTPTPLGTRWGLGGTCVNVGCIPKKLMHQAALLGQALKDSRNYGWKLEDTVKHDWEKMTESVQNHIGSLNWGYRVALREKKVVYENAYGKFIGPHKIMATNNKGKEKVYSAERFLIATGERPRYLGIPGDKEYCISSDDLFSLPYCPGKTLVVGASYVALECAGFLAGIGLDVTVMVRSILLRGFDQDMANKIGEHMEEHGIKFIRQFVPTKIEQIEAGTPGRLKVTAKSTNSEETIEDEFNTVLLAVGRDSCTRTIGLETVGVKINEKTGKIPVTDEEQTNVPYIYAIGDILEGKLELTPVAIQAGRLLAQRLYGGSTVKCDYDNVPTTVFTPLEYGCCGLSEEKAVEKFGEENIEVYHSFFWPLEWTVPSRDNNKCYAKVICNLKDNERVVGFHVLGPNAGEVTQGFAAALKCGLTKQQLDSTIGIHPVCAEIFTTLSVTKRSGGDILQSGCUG
#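 Rat TrxR1 (90 nM in the dispensed reagent) was pre-reduced with 400 uM NADPH for 5 min at room temperature, then incubated with compound for 15 min. After 400 uM selenite was added, NADPH fluorescence (Ex 340/Em 450 nm) was followed for 8 min.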
# ERG-DNA inh: qHTS for Small Molecule Inhibitors of the ERG Ets/DNA interaction | Transcriptional regulator ERG (Homo sapiens), P11308 | fluorescence polarization, His-ERG Ets domain / labelled DNA | Potency, µM (titrated, usually from 76.9 µM), for inactives: at the highest dose FP activity, negative = inhibition, most hits filed as inhibitors | hit rate 0.028% among 370,000; active means well fitted inhibition curve with a large enough effect in the polarisation, with a control signal flat; inconclusive means small, poorly fitted or top-dose-only effect, or effect the other way, or a change in a side signal; inactive means no such curve, though single readings can be large or run the other way; the % refers to the polarisation;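 further: polarization taken with two DNA probes labelled with fluorescein and Texas red; % of control where 0% means no effect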
#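 His-tagged ERG Ets domain (1 uM in the protein solution; 300mM KCl, 50mM Tris-HCl, 1mM EDTA, 1mM DTT, pH 7.5) received compound, then a probe mix of 5 nM fluorescein-DNA and 100nM Texas-615-DNA. Fluorescence polarization was read for both dyes.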
# 12-LOX inh: Primary qHTS assay for inhibitors of human arachidonate 12S-lipoxygenase (ALOX12): Round 2. Polyunsaturated fatty acid lipoxygenase ALOX12 (Homo sapiens), P18054. purified 12hLO, xylenol orange hydroperoxide absorbance. Potency, µM (doses to about 108 µM), without a hit: at the highest dose activity change, negative = inhibition, usual class: inhibitors. hit rate 1.1% among 580,000. AID 1671190, 2021; further: on the % scale 0 is the no-effect control and ±100 the full control effect
#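 Purified human 12hLO (150 nM final) in 25 mM Hepes, 0.01% Triton X-100, pH 7.0 was preincubated 15 min at room temperature with compound. Then 40 uM arachidonic acid was added, 30 min. Hydroperoxide was read by Fe-XO absorbance ratio 573/405 nm.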
# JMJD2A Tudor: qHTS Assay for Inhibitors of JMJD2A-Tudor Domain | Lysine-specific demethylase 4A (Homo sapiens), O75164 | AlphaScreen JMJD2A-Tudor / H3K4me3 peptide binding | Potency, µM (series often up to 114 µM), inactives show at the highest dose activity change, negative = inhibition, usual class: inhibitors | hit rate 4.4% among 390,000 | AID 504339, 2011; further: on the % scale 0 is the no-effect control and ±100 the full control effect; nearly all actives have a fitted effect of over 50% in size
# GLS inh: qHTS for Inhibitors of Glutaminase (GLS); Glutaminase kidney isoform, mitochondrial (Homo sapiens), O94925; hit rate 0.21% among 410,000; GLS enzymatic activity, qHTS titration; Potency, µM (doses to about 45.5 µM), for the others: at the top dose activity change, negative = inhibition, hits mostly inhibitors; AID 624170, 2012; further: on the % scale 0 is the no-effect control and ±100 the full control effect
#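 Assay buffer: 45 mM KH2PO4 pH 8.2, 0.02% Tween-20. hKGA acts on L-glutamine (1 mM solution added); product glutamate is reported by an oxidase/peroxidase Amplex Red coupling, with fluorescence taken at baseline and 30 min.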
# Pin1 inh: qHTS Assay to Find Inhibitors of Pin1; Pin1 FP peptide displacement, HiFluor488, 10 min; Potency, µM (doses to about 115 µM), without a hit: top-dose activity, negative = inhibition, actives largely listed as inhibitors; hit rate 0.009% among 390,000; AID 504891, 2011; active means well fitted inhibition curve with a large enough effect in the polarisation, with a control signal flat, not every such curve was filed as active; inconclusive means small, poorly fitted or top-dose-only effect, or effect the other way, or a change in a side signal; inactive means no such curve, though single readings can be large or run the other way; the % refers to the polarisation; further: on the % scale 0 is the no-effect control and ±100 the full control effect
# * marks the source's active call; other numbers are inactive results; i = inactive; ? = inconclusive; nt = no result given; [ ] = dose if it differs, or a comment. Unless noted, the call rests on the fitted dose curve; in most records, active means well fitted curve in the direction sought with a large enough effect; inconclusive means small, poorly fitted or top-dose-only effect, or another doubt; inactive means no such curve, though single readings can be large; an effect the other way counts as inactive or inconclusive. Potency means the concentration at half of the fitted maximal effect.
SMILES,HP1b binding inh,PGK inhibitor,RGS4 inhibitor,TrxR1 inh,ERG-DNA inh,12-LOX inh,JMJD2A Tudor,GLS inh,Pin1 inh
CCOC(=O)C1(CC2CCCCO2)CCN(S(=O)(=O)c2cccc(F)c2)CC1 (stereo unspecified),43%[activator],i,-1%,13%,0%,-14%,8%,1%,-8%
CC(C)(CO)NC(=O)C12CC3CC(CC(Br)(C3)C1)C2,14%,4%,-1%,-1%[57.1 µM],-10%,9%,-5%,2%,1%
COc1cccc(NC(=O)CCS(=O)(=O)c2ccc(Br)cc2)c1,37%,i,3%,4%,9%,?,-12%,-3%,0%
Cc1ccccc1NC(=O)C(=O)NCC1CCCN1S(=O)(=O)c1cccs1 (stereo unspecified),24%,6%,14%,-8%,-6%,1%,-6%,0%,-1%
Cc1ccc2c(c1)cc(CN(Cc1ccc3c(c1)OCO3)S(=O)(=O)c1ccccc1)c1nnnn12,3%,6%,-17%[56.9 µM],12%,12%,22%,-18%[57.1 µM],0%,-6%
CCOc1ccc(NC(=O)Cn2cc(C(=O)c3ccc(F)cc3)c(=O)c3cc4c(cc32)OCO4)cc1,39%,6%,-14%,12%,1%,?,-13%,-12%,11%
O=C(O)C(Cc1c[nH]c2ccccc12)NS(=O)(=O)c1ccc(Br)cc1 (stereo unspecified),?,-5%,14%,2%[57.1 µM],-1%,?,28µM*,23%,3%
CC(C)C1N(C(=O)N2CCOCC2)CCN1S(=O)(=O)c1ccccc1 (stereo unspecified),0%,-5%,-1%,9%[57.1 µM],-4%,10%,-21%,4%,-2%
CCOC(=O)N/C(N)=N/c1nc2ccccc2s1,56%[activator],-6%,-11%,7%,4%,-6%,24%,nt,-1%
CC(=O)Nc1ccc(-c2ccccc2)s1,9%,-4%,2%,-17%,-9%,0%,-8%,14%,-1%
CCOc1ncccc1C(=O)OCC(=O)c1ccc(F)cc1,8%,6%,?,21%[57.1 µM],-5%,-22%,20µM*,-18%,2%
CC1=CN(S(=O)(=O)c2ccc(C)cc2)C[C@@H]2[C@H]3CC[C@H](C3)[C@H]12,50%[activator],-1%,-4%,20%,4%,-9%,36%,0%,1%
C=CCNC(=O)c1ccc(CN(c2ccc(OCC)cc2)S(=O)(=O)c2ccc(C)cc2)cc1,23%,-7%,12%,7%,2%,0%,-25%,2%,5%
COc1ccc(N2CC3=C(C2=O)C(c2ccc(O)c(OC)c2)NC(=O)N3C)cc1 (stereo unspecified),24%,-5%,-10%,7%,4%,-11%,-6%,1%,4%
COc1ccc(NC(=O)c2ccc(NC(=O)CN(C)CC(=O)Nc3c(C)cccc3C)cc2)cc1,14%,-2%,9%,5%,1%,-7%,-9%,2%,0%
O=C(c1ccc2c(c1)OCCO2)C1CCN(S(=O)(=O)c2cccc(F)c2)CC1,3%,4%,14%,15%,2%,1%,-4%,7%,9%
CCOC(=O)N1CCN(C(=O)CCCn2c(=O)[nH]c3ccccc3c2=O)CC1,27%,i,-29%,12%,8%,44%[activator],-9%,-1%,-1%
CCNCc1cc(Br)c(OCC(=O)Nc2ccccc2)c(OC)c1,28%,-10%,-2%,-13%,0%,-17%,17%,nt,-1%
CCCC(=O)Nc1ccccc1NC(=O)CN(C)S(=O)(=O)c1ccccc1,-13%,-2%,-5%[11.4 µM],14%[57.1 µM],-3%,342%[activator],-15%[11.4 µM],-10%,0%
Cc1ccc(-c2csc3nc(C)n(-n4cccc4)c(=O)c23)o1,47%[activator],-6%,-47%,?,9%,-9%,0%,7%,1%
CC(=O)N1CCN(CC(=O)Nc2ccc(SC(F)F)cc2)CC1,3%,3%,21%,16%,-8%,-24%,-10%,11%,3%
CCCCn1c(C)nc2cc(S(=O)(=O)N3CCOCC3)ccc21,31%,-3%,-20%,12%,-3%,-6%,1%,-10%,0%
CCCOc1ccc(N2C(=O)CC(N3CCOCC3)C2=O)cc1 (stereo unspecified),45%[activator],nt,-15%,19%,nt,-7%,-2%,-9%,-5%
CN(Cc1ccc(F)cc1)C(=O)c1cc(COc2ccc(-n3cncn3)cc2)on1,36%,-3%,-8%,-14%,-15%,4%,-13%,-21%,-3%
C=CCN(C(=O)CCc1ccccc1OC)c1nc(-c2ccc(S(C)(=O)=O)cc2)cs1,4%,-12%,20%,48%[activator],15%,12%,-12%,7%,37%[activator]
CC(=O)C1=C(O)C(=O)N(c2ccc(Br)cc2)C1c1ccc([N+](=O)[O-])cc1 (stereo unspecified),5%,i,7%,-6%[57.1 µM],3%,32µM*,?,12%,-1%
O=C(Cc1ccccc1)Nc1ccc(C(=O)NCc2ccccc2)cc1,46%[activator],i,-14%,7%[57.1 µM],9%,23%,-6%,-6%,9%
Cc1cccc(NC(=O)Nc2c(C)n(C)n(-c3ccccc3)c2=O)c1,-1%,i,-35%[56.9 µM],25%,14%,0%,?,?,-8%
COC(=O)CC1C(=O)NC2CCCCC2N1C(=O)c1ccccc1 (stereo unspecified),30%,0%,5%,12%,4%,0%,-8%,2%,2%
CCn1c(=O)cc(SCC(=O)NCc2ccc(C)o2)c2ccccc21,23%,6%,-14%,-17%,-2%,3%,-20%,0%,3%
COc1cccc2c(=O)c(C(=O)NCc3cccs3)c[nH]c12,15%,-3%,2%,32%[activator],4%,-15%,-19%,-1%,?
Cc1cc(C)c(NC(=S)N(CCCN2CCOCC2)Cc2cccnc2)c(C)c1,5%,-4%,-14%,37%[activator][57.1 µM],6%,3%,-16%,-4%,-1%
COc1cccc(OC)c1C(=O)Nc1nnc(C(C)C)s1,15%,i,-6%,22%,nt,3%,-4%,-3%,-2%
Cc1cccc(C2=NN(c3ccccc3)[C@@H](C(=O)N3CCOC3=O)[C@@H]2c2ccc(F)cc2)c1,158%[activator],-8%,3%,49%[activator],13%,?,29%,-1%,?
CCOC(=O)N1CCN(C(=O)CN(c2ccc(OC)cc2)S(C)(=O)=O)CC1,32%,3%,22%,13%,3%,-7%,0%,4%,?
CCOC(=O)C1=C(N)OC2=C(C(=O)CC(C)(C)C2)C1c1ccc(CC)s1 (stereo unspecified),20%,i,8%,-10%,0%,-27%,-27%,-14%,-4%
CC(=O)c1c(C)[nH]c(C(=O)COC(=O)c2cccc(S(=O)(=O)N(C)c3ccccc3)c2)c1C,11%,9%,6%,12%,-1%,-26%,-20%,0%,36%[activator]
C[C@@H]1CN([C@@H](C)CO)C(=O)c2cc(NS(=O)(=O)c3cccs3)ccc2O[C@H]1CN(C)Cc1ccc(C(F)(F)F)cc1,25%,-9%,5%,-8%,19%,-63%,?,18%,4%
C=CCC1c2cccc(C(=O)OC)c2C(=O)N1c1ccccc1 (stereo unspecified),15%,-5%,7%,-1%,-11%,0%,-9%,12%,-10%
COc1cccc(-c2cc(C(=O)NCc3cccs3)no2)c1,18%,-10%,9%,23%,3%,-17%,3%,-2%,-5%
CCc1ccc2c(CN(CC)Cc3nc4ccccc4c(=O)[nH]3)cc(=O)oc2c1,-17%,-3%,-2%[11.4 µM],?,1%,?,-14%[11.4 µM],-16%,9%
Cc1nc(CNC(=O)c2cc(COc3ccc(F)cc3Cl)on2)cs1,54%[activator],8%,6%,18%,-6%,15%,-3%,-1%,-1%
Cc1ccc(N2C(=O)c3ccccc3C2=O)cc1C,50%[activator],i,9%[11.4 µM],11%[57.1 µM],-1%,0%,-7%[11.4 µM],-18%,0%
Cc1ccc(/C=C/C(=O)Nc2cccc3cccnc23)o1,-18%,-9%,-34%,50µM*,-2%,32%,-31%,-2%,?
Nc1cc(Nc2ccccc2)c2nonc2c1[N+](=O)[O-],25%,-15%,-1%,1%,-3%,52%[activator],4%,-7%,?
CCNC(=S)N(CCc1c(C)[nH]c2ccc(Cl)cc12)Cc1cccnc1,1%,i,-15%,18%,6%,0%,?,16%,-4%
COC(=O)[C@H](CCSC)NC(=O)Cn1ccc(NC(=O)OCc2ccccc2)nc1=O,71%[activator],-7%,6%,-7%,4%,11%,-15%,-2%,1%
Cc1ccc(C(=O)c2cn(CC(=O)Nc3ccc(C)cc3Cl)c3nc(C)ccc3c2=O)cc1,3%,6%,-2%,18%,4%,-9%,-15%,-1%,60%[activator]
COC(=O)c1cccc(NC(=S)NC(C)C)c1,29%,0%,-8%,-11%[57.1 µM],11%,-20%,-14%,-18%,0%

# From PubChem BioAssay

# The list is partial; the hit share may differ from the screen's.
